FECH block = inhibitors of human ferrochelatase, primary screen, biochemical, purified FECH, Ni-mesoporphyrin absorbance; Ferrochelatase, mitochondrial (Homo sapiens), P22830; Ni-mesoporphyrin absorbance 550 nm; calls only at 10 µM (by protocol); 20,000 compounds, 3.3% hits;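 active means enzyme reaction rate more than 3 SD below the solvent-only control wells on the same plate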;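 further: lower slope than DMSO wells means FECH inhibition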
Target sequence (P22830 whole entry, looked up): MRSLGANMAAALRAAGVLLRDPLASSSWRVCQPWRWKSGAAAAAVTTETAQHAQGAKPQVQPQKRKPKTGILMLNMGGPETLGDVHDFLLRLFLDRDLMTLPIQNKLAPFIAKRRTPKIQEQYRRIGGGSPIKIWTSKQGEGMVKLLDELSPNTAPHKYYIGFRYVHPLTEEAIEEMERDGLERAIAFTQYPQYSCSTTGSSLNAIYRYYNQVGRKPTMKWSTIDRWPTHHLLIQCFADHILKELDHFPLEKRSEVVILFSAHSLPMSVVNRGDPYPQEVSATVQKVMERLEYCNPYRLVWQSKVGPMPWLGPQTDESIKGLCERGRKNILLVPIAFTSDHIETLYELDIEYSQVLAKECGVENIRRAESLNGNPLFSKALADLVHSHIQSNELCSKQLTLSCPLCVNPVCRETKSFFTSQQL
Calls only; i = inactive; + = active, no number. The list is partial (hit frequency here may not be typical).

FECH block	compound
i	NC1(C(=O)O)CCN(Cc2cnc(-c3cccc4ccccc34)nc2)C1 (stereo unspecified)
i	O=C(c1csc(S(=O)(=O)N2CCCC2)c1)N1CCCCC1
i	CC(=O)c1c(C)nn(Cc2nc(C3CC3)nn2-c2ccccc2)c1C
i	Cc1cccc(-n2c(CN3CCN(S(=O)(=O)c4ccc(F)c(Cl)c4)CC3)nc3cccnc32)c1
i	CCCc1cc(NCc2ccccc2F)n2nc(-c3cccnc3)nc2n1
+	COCCNC(=O)CN1c2ccc(Br)cc2-c2ccccc2S1(=O)=O
i	COc1ccccc1N(Cc1nc2nc(C)cc(C)n2n1)C(=O)c1ccccc1Cl
i	CCn1c(C2CCCN(C(=O)c3cnc4ccccn4c3=O)C2)nn(C)c1=O (stereo unspecified)

The last 2 compounds of the part above open the next one.
FECH block	compound
i	COc1ccccc1N(Cc1nc2nc(C)cc(C)n2n1)C(=O)c1ccccc1Cl
i	CCn1c(C2CCCN(C(=O)c3cnc4ccccn4c3=O)C2)nn(C)c1=O (stereo unspecified)
i	CCOc1ccc(NC(=O)N2CCn3nc(C(=O)OC)cc3C2)cc1
i	COc1cc2c(cc1NC(=O)CC(C)C)C(c1cccc3[nH]ccc13)CC(=O)N2 (stereo unspecified)
i	COc1cccc(OC)c1-c1cnn(Cc2ccccc2)c1
i	Cc1ccc(Cl)cc1N1CCN(C(=O)C2CCCN(c3ncnc4c3nc3n4CCCCC3)C2)CC1 (stereo unspecified)
i	COc1cc(OC)c(-c2c(-c3ccccc3)ncn2Cc2cc(C)[nH]n2)cc1OC
i	CC(C)c1cc(Nc2ccc(N(C)C)cc2)n2nc(-c3cccnc3)nc2n1
i	OCCN(Cc1ccc2c(c1)OCCO2)Cc1cccs1
i	Cc1ccc2nc(NC(=O)CN3C(=O)CCc4cc(S(=O)(=O)N5CCCC5)ccc43)sc2c1

3 of these compounds in another layout.
| smiles | FECH block |
| --- | --- |
| Cc1ccc(Cl)cc1N1CCN(C(=O)C2CCCN(c3ncnc4c3nc3n4CCCCC3)C2)CC1 (stereo unspecified) | i |
| COc1cc(OC)c(-c2c(-c3ccccc3)ncn2Cc2cc(C)[nH]n2)cc1OC | i |
| CC(C)c1cc(Nc2ccc(N(C)C)cc2)n2nc(-c3cccnc3)nc2n1 | i |

The list goes on:
FECH block	compound
i	O[C@@H]1C[C@H]2CN(Cc3cnc(NCc4ccccc4)nc3)C[C@H]2C[C@@H]1O
i	CCc1c(C)nc2ncnn2c1Sc1ccc(NC(=O)Nc2cc(OC)cc(OC)c2)cc1
i	Cc1noc(/C=C/c2ccccc2F)c1S(=O)(=O)N1CCCC(C(=O)Nc2ccc(S(N)(=O)=O)cc2)C1 (stereo unspecified)
i	OCc1csc(-c2cccc3cnccc23)n1
+	O=C(NCC1CCCCC1)c1nc[nH]c1C(=O)NCc1ccccc1
i	Cc1ccc(CN(C)C(=O)c2ccc(-n3cnnc3)cc2)o1
i	COc1ccc(OC)c(S(=O)(=O)Nc2ccc(Sc3cc(C)nc4nc(C)nn34)cc2)c1
i	CC1CC(=O)Nc2cc(S(=O)(=O)CCC(=O)Nc3ccc(S(N)(=O)=O)cc3)ccc2S1 (stereo unspecified)

FECH block	compound
i	CCn1ccnc1-c1c(-c2ccccc2)ncn1CCSc1nccn1C
i	CNc1ncccc1C(=O)N1CCn2cncc2C1
i	CCn1c(C2CCCN(C(=O)c3cc(CC(C)C)no3)C2)n[nH]c1=O (stereo unspecified)
i	COc1cccc(-c2cc(N3CCN(S(=O)(=O)c4cccc(Cl)c4)CC3)ncn2)c1
i	CCCCOC(=O)c1ccc(NC(=O)Cc2csc(NC(=O)Nc3cccc(Cl)c3)n2)cc1
i	CCc1oc(C(N)=O)cc1CN1CCC=C(CN(C)C(C)=O)C1
i	Cc1ccc(Cl)cc1-c1n[nH]c(C2CC2)n1
i	COc1cc(-c2ccccc2C(F)(F)F)nc(N)n1

FECH block	compound
i	CC(=O)N1CCN(CC2=CCN(CC(=O)NC3CC3)CC2)CC1
i	Cc1ccnc(NC(=O)CN2C(=O)CN(C)C(=O)c3ccccc32)c1
i	CC(C)c1ccc(S(=O)(=O)N2CCN(c3cc(-c4ccc(F)cc4)ncn3)CC2)cc1
i	c1ccc(Cc2cn[nH]c2C2CCN(c3cnccn3)CC2)cc1
i	C[C@H](c1ccc(Cl)cc1)n1c(CN)n[nH]c1=O
i	N[C@@H](C(=O)N1CCn2nc(-c3nc4ccccc4[nH]3)cc2C1)c1ccccc1
i	CCCNC(=O)C1CCC(Cn2c(=O)c3sccc3n(CC(=O)N3CCCC3)c2=O)CC1 (stereo unspecified)
i	O=C1NCCCC1Nc1nccc(CCC(F)(F)F)n1 (stereo unspecified)

FECH block	compound
i	Cc1ccc(C)c(C(NC(=O)c2nnc(C)o2)c2cccnc2)c1 (stereo unspecified)
i	CCCc1nc(C)cc(N2CCN(C(=O)c3ncn[nH]3)CC2)n1
i	OCCn1ccnc1-c1cccc(OCc2ccccc2)c1
i	CC(C)c1ccc(NC(=O)CN2C(=O)CCc3cc(S(=O)(=O)N4CCCC4)ccc32)cc1
i	O=C(NCc1ccc(F)cc1)C1CCCN1c1nnc(N2CCCCC2=O)s1 (stereo unspecified)
i	CN(CC1CC(=O)N(C(C)(C)C)C1)C(=O)CSc1nnc(N)s1 (stereo unspecified)
i	OCCNc1ccc(/C=C/c2ccccc2)nn1
i	CCCc1nc(N2CCC(O)(c3ccccc3)C2)c2cnn(C)c2n1 (stereo unspecified)

FECH block	compound
i	Cn1ccc2c(-c3c(-c4ccccc4)ncn3CCN3CCOC3=O)cccc21
i	COc1ccc(OC)c(NC(=O)CN2CCN(Cc3ccccc3C)S2(=O)=O)c1
i	CCOc1cc2c(cc1OCC)C(CC(=O)OC)N(S(=O)(=O)N(C)C)CC2 (stereo unspecified)
i	CCOc1ccc(Cn2c(CNS(=O)(=O)c3ccc(C(C)C)cc3)nc3cccnc32)cc1
i	CCCc1nc2nc[nH]n2c(=O)c1NC(=O)Nc1ccc(CC(=O)OCC)cc1
i	CCc1cc(Sc2ccccc2NC(=O)c2ccc(C)cc2)n2nc(C)nc2n1
i	COc1ccc(-c2nc(CNS(=O)(=O)N(C)C)c(C)o2)cc1
i	CCc1c(C)nc2ncnn2c1Sc1ccccc1NC(=O)c1cccc(C)c1

FECH block	compound
i	CCN(Cc1ccccc1)C(=O)c1ccc(CN2C(=O)CCn3nc(-c4ccc(OC)cc4)cc32)cc1
+	O=C(Nc1nc2n(n1)C(c1ccc(F)cc1)C=C(c1ccccc1)N2)c1ccccc1 (stereo unspecified)
i	c1cncc(-c2nc3c(c(NCCc4c[nH]c5ccccc45)n2)CCNC3)c1
i	CCNC(=O)[C@H]1CC[C@@](C)(C(=O)NCc2cccc3[nH]ccc23)C1(C)C
i	CN(C)C(=O)C1CN(C(=O)c2coc(COc3cccc(F)c3)n2)CCO1 (stereo unspecified)
i	CCCCN(CC)c1ncc(NS(=O)(=O)c2ccc(CC)cc2)cc1C(=O)O
i	CCCOCC1CCN(c2cc(N(C)C)ncn2)C1 (stereo unspecified)
i	CO[C@H]1COC[C@@H]1n1cnc(-c2ccccc2)c1-c1ccc2occc2c1

FECH block	compound
i	CC(=O)NCCC1CN(Cc2cccc(-n3cccn3)c2)CCO1 (stereo unspecified)
i	COc1cccc(CNC(=O)CN2CCCN(Cc3cccc(Cl)c3)S2(=O)=O)c1
i	CC(C)c1nc(N2CCN(CCn3c(=O)oc4ccccc43)CC2)no1
i	COCCn1c(CNC(=O)c2ccco2)nc2cccnc21
i	CC(c1cccnc1)N(C)Cc1cn[nH]c1C(=O)O (stereo unspecified)
i	COc1ccccc1N(Cc1nc2nc(C)cc(C)n2n1)C(=O)C(C)C
i	CCOc1ccc(Cn2c(CNS(=O)(=O)c3cccs3)nc3cccnc32)cc1
i	CCCOc1ccc(CNC(=O)CN2C(=O)C(CC)=C(c3ccc(OC)cc3)S2(=O)=O)cc1

FECH block	compound
i	O=C(CN1CCN(Cc2ccccc2F)S1(=O)=O)Nc1ccc(F)c(Cl)c1
i	CCC1=C(c2ccc(OC)cc2)S(=O)(=O)N(CC(=O)NCc2cccs2)C1=O
i	O=C(CN1C(=O)CC(c2ccccc2)=Nc2ccccc21)Nc1ccccc1F
i	Cc1cc(C)cc(-n2c(CN3CCN(S(=O)(=O)c4ccccc4C)CC3)nc3cccnc32)c1
i	Cc1ccc(CN(CCN(C)C)C(=O)c2c[nH]c(=O)cn2)s1
i	CC(C)(C)CNC(=O)c1nc[nH]c1C(=O)N1CCC(O)C1 (stereo unspecified)
i	Cc1ccc(CN2CCN(CC(=O)Nc3ccccc3F)S2(=O)=O)cc1
i	O=C1CC(c2cccc3[nH]ccc23)c2c(n[nH]c2C2CCC2)N1 (stereo unspecified)

FECH block	compound
i	CCCn1c(CNS(=O)(=O)c2ccc(Cl)cc2)nc2cccnc21
i	CCn1nc(C)c(NC(=O)CN2CCCC2c2cc(C(C)C)on2)c1C (stereo unspecified)
i	COCCNC(=O)C1(C)Cn2c(cc3ccsc32)C(=O)N1c1cccc(OC)c1 (stereo unspecified)
i	Cc1cccc2[nH]c(CCN(C)C(=O)c3cccc(C4CCNC4)c3)nc12 (stereo unspecified)
i	COc1ccc(N2CC(NC(=O)c3ccc(F)cc3)CC2=O)cc1 (stereo unspecified)
i	COc1cc2c(cc1O)C(c1cnc(-c3cccc(C)c3)nc1)CC(=O)N2 (stereo unspecified)
i	NC(=O)CN1C(=O)C2CCCCN2c2ccc(C(=O)N3CCCC3)cc21 (stereo unspecified)
i	CCC(CC)C(=O)Nc1ccc(Nc2nc(C)cc(Nc3ccc(C)cc3)n2)cc1

FECH block	compound
i	Cc1cc(Nc2ccccc2)nc(Nc2ccc(NC(=O)c3ccc(Cl)cc3)cc2)n1
i	CCCc1c(C)nc2ncnn2c1Sc1ccc(NC(=O)c2ccccc2Br)cc1
i	Cc1nn(C)cc1-c1ccnc(NC[C@@H]2CCCO2)n1
i	CCOCCCNC(=O)C1c2c(n(C)c3ccccc23)SCC(=O)N1c1cc(OC)cc(OC)c1 (stereo unspecified)
i	Cc1cccn2cc(C(=O)NC3C=CS(=O)(=O)C3)nc12 (stereo unspecified)
i	O=c1c(-c2ccc3c(c2)CCCC3)c(N2CCCc3ccccc32)c1=O
i	Cn1c(=O)c2c(-c3cccc(Cl)c3)c(Nc3ccccc3)oc2n(C)c1=O
i	O=C(CN1CCCN(Cc2cccc(Cl)c2)S1(=O)=O)Nc1cccc(Cl)c1

FECH block	compound
i	COc1ccc(CN2CCCN(CC(=O)Nc3ccc(OC)cc3)S2(=O)=O)cc1
i	CC(=O)Nc1ccc(C)cc1S(=O)(=O)NCCn1c(-c2ccc(C)cc2)nc2cccnc21
i	CCOc1ccc(C(=O)C2CC(=O)Nc3[nH]ncc32)cc1OCC (stereo unspecified)
+	COc1ccc(C(=O)Nc2ccccc2Sc2c(C)c(C)nc3ncnn23)cc1
i	CCCC(C(=O)NCc1ccc2c(c1)OCO2)N1Cc2ccccc2C1=O (stereo unspecified)
i	CCc1cc(N2CCN(Cc3ccc4c(C)cc(=O)oc4c3)CC2)ncn1
i	C=CCn1nc(C(=O)O)c2c1CCC(N(C)Cc1ccc3nonc3c1)C2 (stereo unspecified)
i	CCc1cc(Sc2ccccc2NC(=O)c2ccc(Cl)cc2OC)n2nc(C)nc2n1

FECH block, hit marks shown above.
FECH block	compound
+	COCCNC(=O)CN1c2ccc(Br)cc2-c2ccccc2S1(=O)=O
+	O=C(NCC1CCCCC1)c1nc[nH]c1C(=O)NCc1ccccc1
+	O=C(Nc1nc2n(n1)C(c1ccc(F)cc1)C=C(c1ccccc1)N2)c1ccccc1 (stereo unspecified)
+	COc1ccc(C(=O)Nc2ccccc2Sc2c(C)c(C)nc3ncnn23)cc1

More compounds.
FECH block	compound
i	COc1cc(C)c(Cl)cc1S(=O)(=O)N1CCN(c2nc(C)cc(N3CCOCC3)n2)CC1
i	C=CCNC(=O)C(=O)NCc1n[nH]c(=O)c2ccccc12
i	COC(=O)c1cc(S(=O)(=O)N2CCCC2C(=O)Nc2cccc(OC)c2)cn1C (stereo unspecified)
i	CSc1nc(-c2ccc(C)cc2)c(C#N)c(N2CCCCC2C)n1 (stereo unspecified)
i	Cc1cccc(CN2CC=C(C(=O)Nc3ccccc3)CC2)c1
i	Cc1ccc(C)c(CCNC(=O)CCNC(=O)c2ccccc2F)c1
i	COc1cccc(NC(=O)Nc2c(C)nc3nc(C)[nH]n3c2=O)c1
i	Cc1ccc(CNC(=O)CN2CCN(Cc3ccc(Cl)cc3)S2(=O)=O)cc1

FECH block	compound
i	Cc1nc(SCC(=O)N2C[C@]3(C)C[C@H]2CC(C)(C)C3)n[nH]1
i	COC(=O)C(NC(=O)Cc1ccncc1)c1cccc(C)c1 (stereo unspecified)
i	O=C(Nc1ccnn1C1CCN(c2ncccc2Cl)CC1)c1cccnc1
i	COc1ccc(OC)c(NC(=O)N2CCN(Cc3nc4cccnc4n3-c3cc(C)cc(C)c3)CC2)c1
i	CC(C)c1nc(CN(C)C(=O)c2ccc3c(c2)OCC(=O)N3)cs1
i	CC1(C(=O)NC2CCCC2)Cn2c(cc3ccsc32)C(=O)N1Cc1ccccc1 (stereo unspecified)
i	NC(=O)c1ccc(NC(=O)CCN2CCCC(Cc3cccnc3)C2)cc1 (stereo unspecified)
i	CCc1cccc(C)c1NS(=O)(=O)c1cc(N2C(=O)CCS2(=O)=O)ccc1OC
i	c1ccc(C(c2ccccc2)c2noc3c2CN(CCn2cncn2)CC3)cc1
i	COc1ccccc1-c1ccc(NC2COC3(CCCC3)C2)nn1 (stereo unspecified)
i	Cc1cccc(NC(=O)CN2CCN(Cc3ccc(F)cc3Cl)S2(=O)=O)c1C

From PubChem BioAssay
